# Assay outcomes (PubChem)
# RGS4-Gao reg – modulators of RGS4 binding to Galphao, primary screen, biochemical, multiplexed bead flow cytometry; Guanine nucleotide-binding protein G(o) subunit alpha (Homo sapiens), P09471; actives lie on both sides; binding response (% of control), % at 10 µM; 220,000 tested, 0.33% active; in the data active means binding response below about 49% or above about 150%; inactive means in between;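 further: fluorescent Galphao activated with aluminum fluoride binding bead-coupled RGS4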
# Bfl-1 Bim block – inhibitors of Bim binding to Bfl-1, primary screen, biochemical, multiplexed, bead-based flow cytometry | 190,000 tested, 0.12% active | Bim-Bfl-1 binding inhibition | inhibition, % at 10 µM;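 further: 0% = wells without compound plus tracer and 100% = blocker peptide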
# RGS8-Gao – RGS8-Galphao binding modulators, primary screen, biochemical, multiplexed bead flow cytometry | 220,000 tested, 0.34% active | actives lie on both sides | response (percent of control binding), % at 10 µM | AID 1423, 2008; in the data active means response below about 60% or above about 140%; inactive means in between;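 further: Galphao activated as the GDP aluminium fluoride complex binding bead-coupled RGS8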
# Bim-Bcl-W – inhibitors of Bim binding to Bcl-W, primary screen, biochemical, multiplexed, bead-based flow cytometry; Bcl-2-like protein 2 (Homo sapiens), Q92843; Bim peptide-Bcl-W binding; inhibition, % at 10 µM; 190,000 tested, 0.02% active; AID 952, 2007;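 further: 0% = bound tracer without compound and 100% = peptide blocker; higher means less fluorescent Bim peptide bound to Bcl-W beads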
# RGS7-Gao – RGS7-Galphao binding modulators, primary screen, biochemical, multiplexed bead flow cytometry. actives lie on both sides. Guanine nucleotide-binding protein G(o) subunit alpha (Homo sapiens), P09471. 220,000 tested, 0.35% active. binding response (% of control), % at 10 µM; in the data active means binding response below about 49% or above about 150%; inconclusive means no clear call, values can overlap the other calls; inactive means in between;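 further: fluorescent Galphao held in activated GDP-AlF4 state binding bead-coupled RGS7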
# Mcl-1 Bim block – inhibitors of Bim peptide binding to Mcl-1, primary screen, biochemical, bead-based flow cytometry, multiplex; Bim peptide-Mcl-1 binding; 190,000 tested, 0.1% active; Induced myeloid leukemia cell differentiation protein Mcl-1 (Homo sapiens), Q07820; inhibition, % at 10 µM; AID 1009, 2008;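 further: 0% = no compound tracer wells and 100% = peptide blocker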
# Target sequence (Q07820 whole entry, looked up): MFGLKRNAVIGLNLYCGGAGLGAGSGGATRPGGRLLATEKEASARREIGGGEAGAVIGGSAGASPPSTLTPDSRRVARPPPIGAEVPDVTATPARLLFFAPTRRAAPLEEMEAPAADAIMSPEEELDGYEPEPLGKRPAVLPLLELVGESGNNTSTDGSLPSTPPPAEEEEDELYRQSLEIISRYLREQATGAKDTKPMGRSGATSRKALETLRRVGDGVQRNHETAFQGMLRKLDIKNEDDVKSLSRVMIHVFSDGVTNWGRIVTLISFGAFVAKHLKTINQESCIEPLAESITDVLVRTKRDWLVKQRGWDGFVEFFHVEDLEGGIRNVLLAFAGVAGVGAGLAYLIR
# Bcl-XL Bim block – inhibitors of Bim-Bcl-XL binding, primary screen, biochemical, multiplexed, bead flow cytometry, human Bcl-XL; Bcl-2-like protein 1 (Homo sapiens), Q07817; Bim peptide-Bcl-XL binding, fluorescence; inhibition, % at 10 µM; 190,000 tested, 0.04% active
# Target sequence (Q07817 whole entry, looked up): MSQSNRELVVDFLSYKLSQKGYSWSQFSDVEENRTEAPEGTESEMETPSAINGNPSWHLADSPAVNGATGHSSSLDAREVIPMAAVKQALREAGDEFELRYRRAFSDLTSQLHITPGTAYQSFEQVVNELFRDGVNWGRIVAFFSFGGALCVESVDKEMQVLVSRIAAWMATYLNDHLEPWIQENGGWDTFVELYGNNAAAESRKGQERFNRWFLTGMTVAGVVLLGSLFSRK
# Bcl-B Bim block – inhibitors of Bim-Bcl-B binding, primary screen, biochemical, multiplexed, human Bcl-2 family; Bcl-2-like protein 10 (Homo sapiens), Q9HD36; bead-based flow cytometry, Bim peptide-Bcl-B binding; AID 951, 2007; inhibition, % at 10 µM; 190,000 tested, 0.073% active;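 further: 0% = tracer peptide without compound and 100% = reference inhibitor peptide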
# Target sequence (Q9HD36 whole entry, looked up): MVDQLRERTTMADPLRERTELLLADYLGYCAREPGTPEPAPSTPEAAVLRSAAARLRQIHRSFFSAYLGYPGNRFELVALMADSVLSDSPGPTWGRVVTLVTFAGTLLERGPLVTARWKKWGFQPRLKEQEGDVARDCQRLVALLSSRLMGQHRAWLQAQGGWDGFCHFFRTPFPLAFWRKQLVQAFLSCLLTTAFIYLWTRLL
# Bcl-2 Bim block – inhibitors of Bim-Bcl-2 binding, primary screen, biochemical, multiplexed, human Bcl-2 family | 190,000 tested, 0.06% active | inhibition, % at 10 µM | Apoptosis regulator Bcl-2 (Homo sapiens), P10415 | Bead-based flow cytometry, Bim peptide-Bcl-2 binding; in the data active means inhibition above about 40%; inconclusive means no clear call, values can overlap the other calls;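 further: 0% = no compound wells with probe peptide and 100% = reference peptide inhibitor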
# Target sequence (P10415 whole entry, looked up): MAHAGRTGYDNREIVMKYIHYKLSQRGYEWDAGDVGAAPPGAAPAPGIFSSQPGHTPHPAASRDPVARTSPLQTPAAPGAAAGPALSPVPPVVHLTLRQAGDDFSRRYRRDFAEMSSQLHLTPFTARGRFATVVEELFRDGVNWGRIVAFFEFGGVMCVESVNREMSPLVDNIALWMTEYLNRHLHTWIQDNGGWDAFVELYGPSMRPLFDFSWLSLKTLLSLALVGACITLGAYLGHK
# ABCB1 inh – ABCB1 efflux pump inhibitors, primary screen, cell-based, multiplex, flow cytometry, ABCG2 counter-screen. ATP-dependent translocase ABCB1 (Homo sapiens), P08183. CCRF-Adr cells, JC-1 efflux. inhibition, % at 6.6 µM. 190,000 tested, 0.067% active. AID 1326, 2008; in the data active means inhibition above about 40%;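 further: 0% = vehicle and 100% = reference inhibitor; higher value means more JC-1 retained so stronger ABCB1 efflux block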
# ABCG2 block – ABCG2 efflux pump inhibitors, primary screen, multiplex with ABCB1, IgMXP3 cells, flow cytometry | JC-1 efflux | inhibition, % at 6.6 µM | 190,000 tested, 0.1% active;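 active means inhibition above 80%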;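 further: 0% = DMSO and 100% = nicardipine control wells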
#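 Assay system – ABCG2 IgMXP3 and barcoded ABCB1 CCRF-Adr cell mix · Input – 3 million cells/mL in well · Reagent – JC-1 fluorescent substrate · Compound – single test compound dose, 6.6 µM final · Timing – 10 min exposure at 25 °C with rotation, no wash · Detection – flow cytometry of retained JC-1 fluorescence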
# The depositor's hits bear a star; u = inconclusive; x = not tested or not shown; [ ] = another dose, or the depositor's remark. Unless noted, no stated cut-off is given here; in the data, active means inhibition above about 40%.
SMILES,RGS4-Gao reg,Bfl-1 Bim block,RGS8-Gao,Bim-Bcl-W,RGS7-Gao,Mcl-1 Bim block,Bcl-XL Bim block,Bcl-B Bim block,Bcl-2 Bim block,ABCB1 inh,ABCG2 block
O=C(CSc1nnc(-c2ccc(Cl)cc2)n1-c1ccc(Cl)cc1)N/N=C/c1ccco1,91,-11,95,0,89,1,-5,-3,-9,1.7,24
Cc1ccc(NC(=O)CSc2ccccc2NC(=O)c2ccccc2Cl)cc1Cl,98,-7,99,-2,100,-1,-6,-4,-5,0.8,8
CCOc1ccc(C(=O)Nc2nncs2)cc1OCC,97,-5,97,2,98,-3,-7,-11,-7,-0.8,9
O=C(CN1CCOCC1)Nc1cc([N+](=O)[O-])ccc1Cl,100,-2,100,0,100,-2,0,-4,-5,0.1,1
CCC1(c2ccccc2)NC(=O)N(Cc2cccc([N+](=O)[O-])c2)C1=O (stereo unspecified),104,-6,102,-4,u,-3,-3,-3,-5,2.1,7
CCn1c(=N)n(CC(=O)c2cccc(OC)c2)c2ccccc21,98,-18,101,-4,97,-2,-7,-13,-11,1.1,16
Nc1nc(SCC(=O)NCCCO)nc2sc3c(c12)CCC3,93,-12,88,-4,88,-7,-4,-11,-17,0.7,11
COc1ccc(C(=O)Nc2cc(C)nn2-c2nc3ccccc3[nH]2)c(OC)c1,99,-3,102,-1,101,-2,-1,-3,-6,1.2,22
CC(NC(=O)CSc1nnc(-c2cc3cc(Cl)ccc3o2)n1C)c1ccccc1 (stereo unspecified),101,-7,98,-3,99,-3,0,-3,0,1.0,2
N#CCCN(/N=C/c1cccnc1)C1=NS(=O)(=O)c2ccccc21,100,-2,99,3,102,2,5,3,0,0.2,15
O=C(NCc1ccccc1)c1c[nH]c2cc3c(cc2c1=O)OCCO3,92,-3,92,1,96,2,-4,-4,13,1.6,16
CN(C)/C(=N\OC(=O)c1ccccc1)c1nonc1N,87,-13,77,-5,90,-4,-6,-9,-8,0.2,2
Cc1occc1C(=O)N1CCN(S(C)(=O)=O)CC1,100,-23,102,-8,99,-3,-8,-11,-11,-0.2,34
COc1ccc(C)cc1S(=O)(=O)N(C)CC(=O)N1CCCCCC1,105,-11,105,0,102,-1,-2,-7,-8,1.6,3
CN1CCN(NC(=S)Nc2ccccc2)CC1,107,-9,105,-5,107,-1,-3,-4,-4,0.0,0
Cc1ccc(S(=O)(=O)N2CCC(C(=O)NNC(=O)c3ccccc3)CC2)cc1,104,-6,98,-4,100,-1,-3,-3,-5,0.7,3
O=C(Nc1ccc(F)cc1)c1oc2ccccc2c1NC(=O)C1CCCC1,101,-2,105,-2,100,-1,-1,-1,-2,-2.7,0
CCOC(=O)C1=C(C)N(C)C(C)=C(C(=O)OCC)C1c1ccc(Cl)cc1,104,-14,103,-4,108,-2,-6,-8,-6,2.1,17
COC(=O)CSc1nc2ncc(Cl)cc2[nH]1,99,-10,101,3,104,1,0,-6,-3,0.1,1
CSCCC(NC(=O)C12CC3CC(CC(C3)C1)C2)C(=O)OCC(=O)c1ccc(C)cc1 (stereo unspecified),96,-1,100,-5,95,-4,-9,-8,-7,0.9,1
C/C=C/c1ccc(OCCN2C(=O)NC(C)(C)C2=O)c(OC)c1,103,-10,100,0,104,1,11,-6,-5,0.5,1
Brc1ccc(/C=C/C=N/Nc2nc3ccccc3s2)cc1,101,-1,99,-2,102,-3,1,-3,-3,-0.1,0
O=C(NCc1ccc2c(c1)OCO2)c1cc2ccccc2oc1=O,97,5,89,-3,96,-2,-3,-3,-3,1.3,9
COc1ccc2nc(NC(=O)C3CCCN(S(=O)(=O)c4cccc5nonc45)C3)sc2c1 (stereo unspecified),95,-20,97,1,99,-2,-5,-10,-12,1.1,4
CC(C)CCNC(=O)CSc1nc2ccccc2c(=O)[nH]1,97,-7,100,-3,99,1,-2,-4,-3,0.1,1
CCCn1c(N2CCN(CC(=O)Nc3ccc4c(c3)OCCO4)CC2)nc2ccccc21,97,-1,97,-1,96,0,0,1,0,0.9,3
CCOc1ccc(/C=N/NC(=O)c2c(-c3ccccc3)noc2C)cc1,104,-16,100,-4,99,-2,-8,-9,-6,0.5,8
COc1cccc(C2=NOC(C(=O)Nc3cccc(C(C)=O)c3)C2)c1OC (stereo unspecified),100,-12,100,-5,106,-2,-5,-11,-9,-1.9,1
Cc1ccc(CC2(O)CC(C)N(C)CC2C)c(C)c1 (stereo unspecified),101,-10,102,0,99,2,-2,-7,-3,0.3,1
COc1ccccc1Cc1nc(-c2ccc(C)cc2)no1,100,-1,84,-4,98,-2,-4,-4,0,-0.5,-1
CC1CN(C(=O)c2cc3ccccc3oc2=O)CC(C)O1 (stereo unspecified),101,0,102,-4,103,-2,-3,-5,0,0.7,1
Fc1ccccc1NC(=S)Nc1cccc2cnccc12,101,0,103,-2,103,0,-4,-6,-2,0.4,1
COc1ccccc1OCc1ccc(C(=O)NCc2ccco2)o1,102,1,102,0,98,-4,-3,-2,-2,0.5,7
COc1ccc(C(=O)Cn2c(Br)nc3c2c(=O)n(C)c(=O)n3C)cc1OC,98,-12,100,0,103,0,0,-6,-7,1.7,3
COCCOC(=O)C1=C(C)N(c2ccccc2)C(=O)NC1c1cccc([N+](=O)[O-])c1 (stereo unspecified),93,21,83,14,90,15,17,10,13,3.5,1
CCCN1CCC(=NNc2ccc(S(=O)(=O)N(CC)CC)cc2[N+](=O)[O-])CC1,105,-3,101,-3,101,-2,-7,-3,-5,0.5,1
N#Cc1cc(N)ccc1Sc1ccccc1,99,-9,100,0,92,2,-2,-2,-3,0.2,4
CCC(SC1=NCCS1)C(=O)Nc1ccc(S(N)(=O)=O)cc1 (stereo unspecified),100,-1,102,-3,100,-6,-4,-7,-6,0.2,0
N#Cc1cc([N+](=O)[O-])ccc1Oc1cccc(/C=N/NC(=O)c2cccc(Cl)c2)c1,105,5,97,0,99,0,2,0,1,-1.3,-1
Cc1cc(Br)c(NC(=O)COC(=O)C2CC2C)c(Br)c1 (stereo unspecified),99,x,98,x,98,x,x,x,u,0.1,-1
O=C(COC(=O)c1ccc2ccccc2n1)c1ccc(F)cc1,97,-3,97,0,101,-6,-2,-5,-3,0.2,5
O=C(O)C1C2C=CC(O2)C1C(=O)NCCCn1ccnc1 (stereo unspecified),98,-14,101,-2,103,-5,-11,-7,-12,2.4,36
Cc1ccc(S(=O)(=O)N2CCCC2C(=O)n2nc(C)cc2C)cc1 (stereo unspecified),103,-17,100,1,101,0,-7,-8,-11,1.4,13
Cc1ccc(N(CC(=O)NCC2CCCO2)S(C)(=O)=O)cc1Cl (stereo unspecified),104,-7,104,-3,104,-2,-5,-11,-12,-2.7,-2
c1coc(-c2nc(-c3ccncc3)no2)c1,104,-10,98,1,102,4,1,-1,-1,0.2,2
CC(C)CCOCC(=O)Oc1ccccc1C(=O)O,98,-2,101,1,101,-2,0,0,-2,-0.1,-1
Cc1ccc(-n2c(C(C)n3nc(C)c([N+](=O)[O-])c3C)n[nH]c2=S)cc1 (stereo unspecified),111,9,85,-3,107,-6,-2,5,1,-1.4,-5
CC1(C)Cc2nc(N)c(C(=O)NCCO)cc2CO1,100,-2,98,0,98,0,0,0,0,0.1,0
CC(C)N(C(=O)CSc1nc2ccccc2n1Cc1ccccc1)C(C)C,105,-1,110,-2,106,-1,-8,-4,-3,5.4,-4
C=CCn1c(=S)[nH]c2nc3c(cc2c1=O)CCCC3,105,0,101,0,105,-1,-2,-8,-3,1.0,10
CSCCC1NC(=O)N(CC(=O)Nc2c(C(C)C)cccc2C(C)C)C1=O (stereo unspecified),99,-6,101,-6,u,-4,-3,-5,-5,0.6,2
COc1ccc(CC(=O)OC(C)CN2CCOCC2)cc1 (stereo unspecified),85,-2,95,-1,101,-3,0,-1,-3,0.1,0
O=C(COc1ncnc2ccccc12)NCCc1ccc(F)cc1,102,-5,104,-3,99,0,-5,-4,-5,-2.0,-5
CNC(=S)Nc1cc(C(=O)N2CCCC2)ccc1N1CCCC1,101,-2,100,0,102,0,1,-3,0,-0.9,0
CCC(CC)C(=O)Nc1ccncc1,97,-3,99,-1,u,2,-2,-3,1,0.1,1
O=C(Cc1ccccc1)NCC(=O)OCC(=O)c1ccc([N+](=O)[O-])cc1,96,2,95,-4,93,-6,-3,-4,-1,0.1,-1
CCOc1cc(N2CCOCC2)c(OCC)cc1NC(=O)c1ccccc1C,92,-5,95,0,85,0,-1,-2,-4,0.4,2
CCOc1ccc(CCNC(=O)c2cc3sccc3n2C)cc1OCC,155*[activator],-4,142*[activator],-1,141,-4,4,-1,-10,1.5,10
Brc1ccc(C2=Nc3cccc4cccc(c34)N2)o1,98,12,95,4,97,0,-1,-5,1,-0.4,4
CN(CC(=O)Nc1ccc(N2CCOCC2)cc1)CC(=O)Nc1ccccc1C#N,95,-3,96,-6,103,-5,-9,-7,-10,0.6,8

# For convenience, part of the list above.
SMILES,RGS4-Gao reg,Bfl-1 Bim block,RGS8-Gao,Bim-Bcl-W,RGS7-Gao,Mcl-1 Bim block,Bcl-XL Bim block,Bcl-B Bim block,Bcl-2 Bim block,ABCB1 inh,ABCG2 block
Cc1ccc(-n2c(C(C)n3nc(C)c([N+](=O)[O-])c3C)n[nH]c2=S)cc1 (stereo unspecified),111,9,85,-3,107,-6,-2,5,1,-1.4,-5
CC1(C)Cc2nc(N)c(C(=O)NCCO)cc2CO1,100,-2,98,0,98,0,0,0,0,0.1,0

# Marked active in RGS4-Gao reg, of those listed so far:
SMILES | RGS4-Gao reg | Bfl-1 Bim block | RGS8-Gao | Bim-Bcl-W | RGS7-Gao | Mcl-1 Bim block | Bcl-XL Bim block | Bcl-B Bim block | ABCG2 block
CCOc1ccc(CCNC(=O)c2cc3sccc3n2C)cc1OCC | 155*[activator] | -4 | 142*[activator] | -1 | 141 | -4 | 4 | -1 | 10

# Other structures:
SMILES,RGS4-Gao reg,Bfl-1 Bim block,RGS8-Gao,Bim-Bcl-W,RGS7-Gao,Mcl-1 Bim block,Bcl-XL Bim block,Bcl-B Bim block,Bcl-2 Bim block,ABCB1 inh,ABCG2 block
CCOc1ccc(NC2=C(Cl)C(=O)N(Cc3ccccc3)C2=O)cc1,100,-16,101,-1,99,-5,-5,-8,-11,0.0,15
CCOC(=O)c1cc(C#N)c(N)nc1C,100,-7,98,-1,100,1,-4,2,-4,0.1,2
CCCCC(=O)Nc1nc2ccc(C(=O)OC)cc2s1,105,-11,103,-5,105,-3,-4,-9,-6,0.0,3
COC(=O)CN(c1ccc2c(c1)OCO2)S(C)(=O)=O,98,-15,101,0,100,0,-6,-7,-8,0.8,4
CCn1c(SCC(=O)Nc2nc(C)c(C)s2)nc2cccnc21,103,6,102,1,100,2,2,0,9,0.8,3
